# High-throughput results: PubChem, National Center for Advancing Translational Sciences (NCATS)
# Sm TGR inh: qHTS Assay for the Inhibitors of Schistosoma Mansoni Peroxiredoxins; Schistosoma mansoni thioredoxin glutathione reductase (TGR), Q962Y6; purified TGR, DTNB reduction, TNB absorbance 405 nm; Potency, µM (highest dose often 114 µM), for the others: top-dose activity change, negative = inhibition, actives largely listed as inhibitors; 360,000 tested, 3% active; further: potency means the concentration at half of the fitted maximal effect; nearly all actives have a fitted effect of over 60% in size
#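 Kinetic colorimetric format: TGR-catalysed, NADPH-driven DTNB reduction monitored via TNB absorbance. Enzyme dispensed at 20 nM; compound exposure 15 min at room temperature before reaction start.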
# HCMV inh: qHTS Assay for inhibitors of the human cytomegalovirus (HCMV) | activity change, negative = inhibition, % at 57.5 µM | HFF cells, HCMV-luciferase reporter, 72 h; hits give low values | AID 1259415, 2018 | 410,000 tested, 4.5% active; in the data active means activity change below about -60%; inconclusive means no clear call, values can overlap the other calls; inactive means above about -39%
#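 Compounds were evaluated in HFFs infected with an HCMV luciferase reporter virus (MOI 1 PFU/cell). Luciferase in lysates collected 72 h post infection served as the replication measure.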
# Giardia FBPA inh: qHTS Assay for Inhibitors of Fructose-1,6-bisphosphate Aldolase from Giardia Lamblia; A8B2U2; purified Giardia FBPA; Potency, µM (doses to about 59.6 µM), without a hit: top-dose activity, negative = inhibition, most hits filed as inhibitors; 290,000 tested, 0.71% active; AID 2451, 2010; further: potency means the concentration at half of the fitted maximal effect; nearly all actives have a fitted effect of over 55% in size
# Target sequence (A8B2U2 whole entry, looked up): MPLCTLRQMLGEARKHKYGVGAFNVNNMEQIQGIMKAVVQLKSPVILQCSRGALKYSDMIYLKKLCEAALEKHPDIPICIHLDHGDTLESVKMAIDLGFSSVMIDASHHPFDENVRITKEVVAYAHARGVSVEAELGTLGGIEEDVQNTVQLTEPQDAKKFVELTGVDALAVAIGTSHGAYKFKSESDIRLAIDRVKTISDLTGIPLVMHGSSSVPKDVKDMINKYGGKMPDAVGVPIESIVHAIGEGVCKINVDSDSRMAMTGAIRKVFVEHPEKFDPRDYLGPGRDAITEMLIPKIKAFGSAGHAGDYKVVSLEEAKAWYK
#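 40 nM FBPA preincubated 10 min at RT with compound (up to 57.5 uM final), then substrate plus GAPDH/TPI/NAD/arsenate coupling and diaphorase/resazurin added. Fluorescence read after 20 min at RT, 525/598 nm.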
# AMA1-RON2 inh: qHTS for Inhibitors of AMA1-RON; Towards Development of Antimalarial Drug Lead: Primary Screen; 360,000 tested, 0.2% active; Plasmodium falciparum AMA1 (3D7) - RON2 peptide interaction; Potency, µM (titrated, usually from 58.2 µM), without a hit: at the top dose activity change, negative = inhibition, actives largely listed as inhibitors; AlphaScreen AMA1-biotinylated RON2 peptide binding; AID 720542, 2013;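 further: potency means the concentration at half of the fitted maximal effect; 0% = vehicle wells and -100% = peptide control; nearly all actives have a fitted effect of over 45% in size; some results filed as inactive show a strong effect at the top dose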
#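 AMA1 (3D7) with his tag at 25 nM final met compounds first, then biotinylated RON2 peptide at 25 nM; detection used donor plus acceptor beads, 10 µg/mL apiece, read by AlphaScreen after 30 min at room temperature.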
# AmpC inh no detg: qHTS Inhibitors of AmpC Beta-Lactamase (assay without detergent); 330,000 tested, 0.52% active; Potency, µM (titrated, usually from 57.1 µM), for the others: at the top dose activity change, negative = inhibition, usual class: inhibitors; AmpC nitrocefin hydrolysis, absorbance 480 nm, 0.0001% Triton;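 further: potency means the concentration at half of the fitted maximal effect; plate controls were no compound for no effect and no enzyme for full effect; nearly all actives have a fitted effect of over 20% in size; some results filed as inactive show a strong effect at the top dose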
# Target sequence (P00811 whole entry, looked up): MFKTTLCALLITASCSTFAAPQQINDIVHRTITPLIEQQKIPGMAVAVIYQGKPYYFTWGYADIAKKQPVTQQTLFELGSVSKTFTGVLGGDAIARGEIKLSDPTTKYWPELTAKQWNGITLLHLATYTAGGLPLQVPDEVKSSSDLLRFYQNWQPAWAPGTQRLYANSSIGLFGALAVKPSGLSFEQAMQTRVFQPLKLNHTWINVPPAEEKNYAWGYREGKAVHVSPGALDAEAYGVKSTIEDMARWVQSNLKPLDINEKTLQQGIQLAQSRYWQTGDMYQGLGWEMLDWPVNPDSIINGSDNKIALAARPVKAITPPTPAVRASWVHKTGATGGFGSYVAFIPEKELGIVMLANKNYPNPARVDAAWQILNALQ
#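 20 mM phosphate pH 7.0 + 0.01% (detergent screen) or 0.0001% Triton X-100; 5.3 nM AmpC reagent; cpd preinc 15 min RT; nitrocefin (800 uM stock) to start; A480 q20 s × 4 min; Activity was normalised to no-enzyme and no-compound control wells.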
# AmpC detergent: qHTS Inhibitors of AmpC Beta-Lactamase (assay with detergent). AmpC hydrolysis of nitrocefin, absorbance 480 nm, 0.01% Triton. Potency, µM (series often up to 114 µM), inactives show at the highest dose activity change, negative = inhibition, actives largely listed as inhibitors. 370,000 tested, 0.041% active;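 further: potency means the concentration at half of the fitted maximal effect; 0% = no-compound wells and -100% = no-enzyme wells; nearly all actives have a fitted effect of over 25% in size; some results filed as inactive show a strong effect at the top dose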
#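 20 mM phosphate pH 7.0 + 0.01% (detergent screen) or 0.0001% Triton X-100; 5.3 nM AmpC reagent; cpd preinc 15 min RT; nitrocefin (800 uM stock) to start; A480 q20 s × 4 min; Activity was normalised to no-enzyme and no-compound control wells.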
# Starred values were filed as active, the others as inactive; ? = inconclusive; . = no result given; & = joins results of further samples; ! = not confirmed by another sample; [ ] = another dose, or the depositor's remark. Unless noted, the call rests on the fitted dose curve; in most records, active means well fitted curve in the direction sought with a large enough effect; inconclusive means small, poorly fitted or top-dose-only effect, or another doubt; inactive means no such curve, though single readings can be large; an effect the other way counts as inactive or inconclusive. Unless noted, on the % scale 0 is the no-effect control and ±100 the full control effect.
item | Compound | Sm TGR inh | HCMV inh | Giardia FBPA inh
1 | O=C(c1ccco1)N1CCN(C(=S)Nc2ccc(F)cc2)CC1 | 0% | 21 | .
2 | CCN(CC)c1ccc(C=C2C(=O)OC(C)(C(C)(C)C)OC2=O)cc1 (stereo not drawn) | 4% | 12 | -1%
3 | COc1ccc(CCNC(=O)CCCn2c(=O)c3ccccc3n(Cc3ccc(F)cc3Cl)c2=O)cc1OC | 1% | 12 | .
4 | O=C1CN(C(=O)c2ccc(S(=O)(=O)N3CCCCC3)cc2)C(c2ccc(F)cc2)c2cc(Br)ccc2N1 (stereo not drawn) | -27% | -8 | .
5 | COC(=O)C1=C(c2ccc(F)cc2OCc2ccccc2)C[C@@H]2CC[C@H]1N2C(=O)NCCc1ccc(F)cc1 | 3% | -11 | .
6 | O=C1C2C3C=CC(CC3)C2C(=O)N1c1ccc(F)cc1 (stereo not drawn) | 1% | -13 | 1%
7 | O=C(CSc1nnc(-c2cccc(S(=O)(=O)N3CCCC3)c2)n1-c1ccccc1)Nc1ccc(C(=O)O)cc1 | -5% | -5 | -18%
8 | COc1ccc(C(=O)Nc2cc(S(=O)(=O)c3ccc(Cl)cc3)c(O)c(C)c2C)cc1 | 4% | -34 | .
9 | Cc1cc(=S)[nH]c(=S)[nH]1 | -14% | 9 | -12%
10 | CC(=O)Nc1ccc(/C=N/Nc2nc3ccccc3s2)cc1 | 2% | 88 | -1%
11 | Cc1ccc(-n2c(-c3ccco3)nc3c(cnn3-c3ccccc3C)c2=O)cc1 | -9%&6% | -61*! | -3%
12 | Cc1nc(-c2ccc(C(=O)NCCO)cc2)cs1 | -2% | 17 | 2%

item | AMA1-RON2 inh | AmpC inh no detg | AmpC detergent
1 | -5% | -9% | 1%
2 | -21% | -10% | -3%
3 | . | . | 12%
4 | . | . | -6%
5 | 0% | -6% | 2%
6 | 8% | -18% | ?
7 | 26% | -22% | ?
8 | . | . | 2%
9 | 124%[activator] | 92%[activator] | 3%
10 | 39%[activator] | -25% | 2%
11 | -5% | -8% | -1%&-15%
12 | 5% | -9% | 2%

# More compounds.
item | Compound | Sm TGR inh | HCMV inh | Giardia FBPA inh
13 | O=C(Oc1ccccc1/C=C\C(=O)c1cc2ccccc2o1)c1ccccc1 | -6% | 55 | -8%
14 | Cc1ccc(C(=O)NCCOc2ccc(Cl)cc2)cc1 | 10% | . | 4%
15 | COc1ccccc1NC(=O)c1ccccc1NS(=O)(=O)N1CCCC1 | -4% | -19 | -2%
16 | COC(=O)C1=C(C)N(C)C(=O)/C1=C\c1ccco1 | -47% | 133 | -1%
17 | CCc1ccccc1NC(=S)NC1CC2CCCC(C1)N2Cc1cccs1 (stereo not drawn) | -19% | 15 | -4%
18 | O=C(Nc1ccccc1F)N(Cc1ccc(F)cc1)Cc1nc2ccccc2c(=O)[nH]1 | 11% | ? | -2%
19 | S=C(NCCCc1ccccc1)Nc1ccc(Cl)cc1 | -5% | -98* | -3%
20 | CCN1C(=O)c2ccccc2Sc2ccc(NC(=O)c3ccc(Cl)cc3)cc21 | ? | 12 | .
21 | Cc1ccc(S(=O)(=O)N2CCCC2)cc1C(=O)N1CCC(C)CC1 | -15% | -1 | .
22 | Clc1ccc(Nc2ncnc3c2nnn3Cc2ccccc2)cc1 | 13% | 28 | 3%
23 | O=C(Cn1ccc([N+](=O)[O-])n1)NCc1cccnc1 | 4% | 9 | 4%
24 | O=C(Oc1coc(CSc2ncccn2)cc1=O)c1ccccc1[N+](=O)[O-] | -20% | -12 | -12%

item | AMA1-RON2 inh | AmpC inh no detg | AmpC detergent
13 | -11% | -38% | 0%
14 | 0% | -23% | 6%
15 | 10% | -27% | -13%
16 | -17% | -9% | -12%
17 | -6% | ? | -2%
18 | 70%[activator] | 145%[activator] | -3%
19 | 58%[activator] | -29% | -9%
20 | . | . | 4%
21 | -10% | -1% | -8%
22 | -2% | -19% | ?
23 | 9% | 1% | ?
24 | 1% | 1% | 3%

# Continued:
item | Compound | Sm TGR inh | HCMV inh | Giardia FBPA inh
25 | Cc1ccc2c(c1)c1c3n2CCN(C(=O)c2cccc(C(F)(F)F)c2)C3CCC1 (stereo not drawn) | -2% | -36 | .
26 | O=C(Cn1ccsc1=NC(=O)c1ccco1)c1ccccc1 | ? | -7 | 6%
27 | COc1ccc2oc3ccccc3c(=O)c2c1 | 6% | 4 | 14%
28 | N#Cc1cc(Oc2cccc3cccnc23)c(-n2nnc3ccccc32)cc1C#N | ? | . | -29%
29 | O=Cc1nc(-c2ccc(Cl)cc2)n2ccccc12 | 10% | 0 | -2%
30 | CC(=Nc1ccc2c(c1)CCC2)c1c(O)n(C)c(=O)n(C)c1=O | 3% | 18 | 0%
31 | COc1ccc2oc(=O)c(-c3nc(-c4ccc(C)c(C)c4)cs3)cc2c1 | 1% | -5 | .
32 | Cc1ccsc1/C=N/Nc1ncnc2nc[nH]c12 | -10% | 74 | -3%
33 | COc1cc2c(cc1OC)C(c1ccccc1)NC(C)(C)C2 (stereo not drawn) | ? | -8 | 2%
34 | S=C(Nc1ccccn1)NC1CCCC1 | ? | -39 | -13%
35 | CS(=O)(=O)c1ccc2nc(NC(=O)CC3CCCC3)sc2c1 | -3% | 6 | -5%
36 | O=C(NCCc1ccccc1Cl)c1cc2ccccn2n1 | -4% | 0 | .

item | AMA1-RON2 inh | AmpC inh no detg | AmpC detergent
25 | . | . | 0%
26 | 5% | -23% | -1%
27 | 2% | -9% | 0%
28 | 13% | -9% | 0%
29 | -18% | -11% | ?
30 | 7% | -13% | ?
31 | . | . | -1%
32 | 68%[activator] | -21% | -9%
33 | -2% | -13% | 1%
34 | -4% | -16% | -5%
35 | 2% | -32% | ?
36 | . | . | 2%

# A draw from above in order of molar mass, lowest first:
item | Compound | Sm TGR inh | HCMV inh | Giardia FBPA inh
29 | O=Cc1nc(-c2ccc(Cl)cc2)n2ccccc12 | 10% | 0 | -2%
33 | COc1cc2c(cc1OC)C(c1ccccc1)NC(C)(C)C2 (stereo not drawn) | ? | -8 | 2%
36 | O=C(NCCc1ccccc1Cl)c1cc2ccccn2n1 | -4% | 0 | .
35 | CS(=O)(=O)c1ccc2nc(NC(=O)CC3CCCC3)sc2c1 | -3% | 6 | -5%
28 | N#Cc1cc(Oc2cccc3cccnc23)c(-n2nnc3ccccc32)cc1C#N | ? | . | -29%

item | AMA1-RON2 inh | AmpC inh no detg | AmpC detergent
29 | -18% | -11% | ?
33 | -2% | -13% | 1%
36 | . | . | 2%
35 | 2% | -32% | ?
28 | 13% | -9% | 0%

# Returning to the listing with the 2 entries that preceded the break.
item | Compound | Sm TGR inh | HCMV inh | Giardia FBPA inh
35 | CS(=O)(=O)c1ccc2nc(NC(=O)CC3CCCC3)sc2c1 | -3% | 6 | -5%
36 | O=C(NCCc1ccccc1Cl)c1cc2ccccn2n1 | -4% | 0 | .
37 | Cc1cccc(C(=O)OC(C)C(=O)NC(=O)NC2CCCCC2)c1O (stereo not drawn) | 6% | . | .
38 | Cc1cccc(-n2c(-c3ccoc3C)n[nH]c2=S)c1 | -9% | -5 | -5%
39 | COc1cc(NC(=O)C2=C(N3CCOCC3)/C(=C\c3ccc(N(C)C)cc3)CCC2)cc(OC)c1OC | -22% | -91* | -6%
40 | Cc1ccccc1-n1nc(C)c2c1NC(=O)CSC2c1ccccc1C(F)(F)F (stereo not drawn) | 0% | -33 | .
41 | COc1cc2ccccc2cc1C(=O)Nc1cccnc1 | -2% | 64 | 0%
42 | COc1ccc(-n2c(C)cc(/C=N/Nc3nc(N4CCOCC4)nc(N4CCOCC4)n3)c2C)cc1 | -17% | -33 | -8%
43 | CC(=O)Nc1ccc([N+](=O)[O-])cn1 | 8% | 1 | 0%
44 | COc1cc(C(C(=O)NC(C)(C)C)N(Cc2ccccc2)C(=O)c2cnccn2)cc(OC)c1OC (stereo not drawn) | -1% | -14 | 0%
45 | O=C(NCc1ccncc1)c1ccc(Cl)c(S(=O)(=O)N2CCCCC2)c1 | 22% | ? | 3%
46 | CCCOc1ccc(/C=N/NC(=O)CN2CCCCC2)cc1OCC | ? | ? | -1%
47 | Nc1nc(-c2ccc3c(c2)CCCC3)c(CC(=O)O)s1 | 0% | 23 | 5%
48 | O=[N+]([O-])c1ccc(Cl)c(CN2CCC(O)CC2)c1 | 0% | -1 | -27%

item | AMA1-RON2 inh | AmpC inh no detg | AmpC detergent
35 | 2% | -32% | ?
36 | . | . | 2%
37 | 3% | 4% | ?
38 | -7%[11.6 µM] | -21% | ?
39 | -30% | -16% | 1%
40 | . | . | -9%
41 | -3% | -10% | -6%
42 | 8% | 198%[activator] | -4%
43 | 11% | -6% | -3%
44 | 9% | 42% | -9%
45 | -14% | -12% | -7%
46 | 0% | 0% | 1%
47 | 5% | -34% | -4%
48 | -2%[2.32 µM] | -23% | -2%

# New compounds follow.
item | Compound | Sm TGR inh | HCMV inh | Giardia FBPA inh
49 | CCOc1ccc(CCNc2nc3ccc(C)cc3n3cnnc23)cc1OCC | 9% | 28 | -6%
50 | COc1ccc(OCC(O)CNC(=O)c2ccccc2)cc1 (stereo not drawn) | 8% | 22 | 4%
51 | CCC(CO)Nc1ncnc2c1cnn2-c1ccc(C)cc1 (stereo not drawn) | -4% | 3 | .
52 | CCOC(=O)C1=C(COC(=O)[C@@H]2CCCN2S(=O)(=O)c2ccc(C)cc2)NC(=O)NC1C (stereo partly drawn) | -4% | ? | .
53 | COc1ccc(-n2nnc3c(SC(C(C)=O)C(=O)N(C)C)ncnc32)cc1 (stereo not drawn) | -28% | -15 | .
54 | CCN(CC)c1ccc(NC(=O)c2[nH]c(C)c(C(C)=O)c2C)c(C)c1 | -7% | ? | -26%
55 | CCOCC(=O)Nc1nnc(C)s1 | -1% | 46 | ?
56 | O=C(O)c1ccccc1Nc1ccccc1 | -7% | -5 | 7%&7%
57 | CCSc1nnc(-c2ccccc2NC(C)=O)c(=O)[nH]1 | -21% | 15 | -2%
58 | Cn1nc(C(F)(F)F)c(/C=N/OC(=O)c2ccccc2)c1SCc1ccc(Cl)cc1 | 2% | -72* | 10%
59 | COc1ccc(C(=O)C(OC(=O)c2ccc(C)c(NC(C)=O)c2)c2ccccc2)cc1 (stereo not drawn) | 16% | -4 | 9%

item | AMA1-RON2 inh | AmpC inh no detg | AmpC detergent
49 | 4% | 4% | -16%
50 | -2% | -2% | -2%
51 | . | . | 0%
52 | -9% | 29% | 1%
53 | 17% | -20% | -3%
54 | -7% | -2% | 4%
55 | 12% | -10% | -14%
56 | -2% | -18% | -19%
57 | -10% | -3% | -13%
58 | 0% | -14% | -1%
59 | 1% | 109%[activator] | 3%
